Screens: PubChem BioAssay, several laboratories
CaV13 FRET inh: Disruptors of the CACNA1D IQ motif to Ca2+-dependent inactivation inhibitor domain association, primary screening, Förster resonance energy transfer in intact living …; HEK cells, CFP/YFP FRET ICDI-IQ, plate reader, 10 min; percent FRET-ratio fall versus neutral wells; inhibition, % at 12.3 µM; hit rate 0.098% among 340,000; AID 743397;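 active means mean replicate inhibition of at least 30% and at least 1% of replicates passing that level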;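 further: 0% = median of the neutral control wells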
Peg3 promoter: Peg3 promoter-driven luciferase inhibitors, primary screen, cell-based, HeLa, luciferase luminescence; HeLa PEG-Prom luciferase reporter, overnight; inhibition, % at 20 µM; hit rate 1.7% among 360,000; AID 588405, 2011;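 active means inhibition of at least 50% at 20 µM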
Shn3 inh set2: reduction of Shn3 3'UTR firefly luciferase signal, primary screen, Schnurri-3 inhibitor project, cell-based, Clone20 osteoblasts, set 2. Clone20 osteoblast Shn3 3'UTR firefly luciferase, 24 h. inhibition, % at 12.5 µM. hit rate 0.52% among 360,000. AID 588674, 2011;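 active means mean inhibition of at least 75% with every replicate also reaching 75%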;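 further: 0% = median of neutral control wells and 100% = pilot-screen positive control compound; some compounds past the cut are filed as inactive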
HIF-2a block: HIF-2a reporter inhibitors, primary screen, luminescence, 786-0 RCC cells; 786-0 RCC cells HIF-2a reporter, luciferase luminescence, overnight; inhibition, % at 18.8 µM; hit rate 0.72% among 360,000;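 active means inhibition of the luminescence signal of 40% or more relative to plate controls, in a single-dose primary screen at 18.75 µM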
MITF TRPM1 inh: inhibitors of MITF-dependent TRPM1 promoter reporter, primary screen, cell-based, SK-MEL-5, single point, luciferase | hit rate 0.83% among 330,000 | inhibition, % at 12.5 µM | SK-MEL-5 TRPM1 promoter luciferase, 24 h;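 active means mean inhibition across replicates of 60% or more, whatever share of single replicates reaches that level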; further: values of inactives mirror those of a sister screen read the other way
NR2E3 ag-1: inhibitors of NR2E3-RetCOR corepressor binding, primary screen, NR2E3 agonist project, biochemical, TR-FRET, GST-NR2E3, biotin-RetCOR; 1536-well; inhibition of corepressor binding, % at 4.78 µM; hit rate 0.12% among 320,000; AID 2300, 2010;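 active means percent inhibition above the cutoff of mean plus 3 SD of all tested compounds, set per screening campaign, cut at about 20% in these data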;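 further: 0% = DMSO wells and 100% = biotin wells as full block of FRET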
Target sequence (Q9Y5X4 whole entry, looked up): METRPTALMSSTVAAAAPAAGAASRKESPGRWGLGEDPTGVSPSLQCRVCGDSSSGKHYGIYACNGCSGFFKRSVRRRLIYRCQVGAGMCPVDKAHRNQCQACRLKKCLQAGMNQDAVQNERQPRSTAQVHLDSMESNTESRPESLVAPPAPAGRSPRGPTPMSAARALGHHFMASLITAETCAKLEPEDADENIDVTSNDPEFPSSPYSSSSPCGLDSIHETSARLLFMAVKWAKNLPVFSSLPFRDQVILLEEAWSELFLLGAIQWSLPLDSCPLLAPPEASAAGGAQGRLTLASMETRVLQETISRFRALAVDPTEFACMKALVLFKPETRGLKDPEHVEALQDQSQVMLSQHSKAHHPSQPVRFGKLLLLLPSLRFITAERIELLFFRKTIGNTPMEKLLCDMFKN
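system = GST-tagged NR2E3 plus biotinylated RetCOR corepressor | input = 1.35 nM GST-NR2E3 | also added = 7 nM biotin-RetCOR | schedule = 5 h incubation at 4 °C | measured by = TR-FRET with europium anti-GST and streptavidin-D2, 340 nm excitation | read-out = percent loss of FRET ratio relative to control wells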
PDI inh: inhibitors of human PDI, primary screen, biochemical, turbidity, single point, plate reader | hit rate 0.052% among 350,000 | Protein disulfide-isomerase (Homo sapiens), P07237 | inhibition, % at 10 µM | PDI insulin aggregation turbidity, A650, 90 min;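 active means mean inhibition across replicates of 30% or more, whatever share of single replicates reach that level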;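 further: absorbance from insulin aggregation driven by PDI reduction with DTT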
Target sequence (P07237 whole entry, looked up): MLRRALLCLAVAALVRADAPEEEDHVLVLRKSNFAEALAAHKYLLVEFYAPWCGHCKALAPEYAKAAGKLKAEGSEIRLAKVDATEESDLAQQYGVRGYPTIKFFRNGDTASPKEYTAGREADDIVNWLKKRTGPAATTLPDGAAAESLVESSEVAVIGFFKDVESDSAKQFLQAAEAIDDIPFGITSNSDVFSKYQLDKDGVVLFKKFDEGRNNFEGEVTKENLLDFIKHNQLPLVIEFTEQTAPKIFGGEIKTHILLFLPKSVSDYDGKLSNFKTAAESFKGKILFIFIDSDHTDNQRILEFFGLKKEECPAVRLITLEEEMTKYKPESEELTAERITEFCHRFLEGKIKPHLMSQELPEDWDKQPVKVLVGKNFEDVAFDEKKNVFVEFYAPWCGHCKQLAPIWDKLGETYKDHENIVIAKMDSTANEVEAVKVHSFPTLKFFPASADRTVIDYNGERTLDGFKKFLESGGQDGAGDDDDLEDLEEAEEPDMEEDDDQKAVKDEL
Vif imaging: HIV Vif self-association inhibitors, primary screen, imaging, HEK293T, single point | hit rate 0.35% among 340,000 | AID 602346, 2012 | HEK293T cells, Vif self-association by quenched fluorescence, 24 h | inhibition, % at 7.49 µM; in the data active means inhibition above about 50%, passing the limit was not always enough; further: some results filed as inactive read as strong as hits
NR2E3 ag-2: NR2E3 agonists in two-hybrid cells, primary screen, cell-based, luminescence, CHO-S, Gal4-NCOR/VP16-NR2E3. hit rate 0.35% among 360,000. inhibition of corepressor binding, % at 3.98 µM. luciferase. AID 602229, 2012;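 active means inhibition above the mean of all tested compounds plus 3 SD, cut at about 70% in these data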;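 further: 0% = DMSO with NR2E3 transfected cells and 100% = cells lacking NR2E3 construct; higher means lower luciferase signal from less NR2E3 corepressor binding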
KKLEB tox: cytotoxicity in KKLEB CF airway cells, primary screen, cytotoxicity control for CF NF-kB inhibitor project, cell-based, uHTS, fluorescence assay plates; hit rate 0.36% among 360,000; AID 602141, 2011; KKLEB CF airway cells viability, ATPlite luminescence, overnight; active compounds read low; cells stimulated with P. aeruginosa culture filtrate; activity change (cytotoxicity), % at 5 µM;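 active means corrected activity change at or below -50% at 5 µM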
CF NFkB inh: inhibitors of PAF-induced NF-kB signaling, primary screen, cell-based, GFP fluorescence, uHTS | inhibition, % at 5 µM | hit rate 0.86% among 360,000 | AID 588850, 2011 | KKLEB NF-kB-GFP reporter, GFP fluorescence overnight;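 active means at least 50% inhibition at 5 µM, scaled per plate between neutral and stimulator controls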;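 further: PAF is a Pseudomonas aeruginosa culture filtrate used as stimulus; plate controls were PAF-stimulated DMSO wells for no effect and unstimulated DMSO wells for full effect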
* hit, by the source's call; x = not tested or not shown.

SMILES	CaV13 FRET inh	Peg3 promoter	Shn3 inh set2	HIF-2a block	MITF TRPM1 inh	NR2E3 ag-1	PDI inh	Vif imaging	NR2E3 ag-2	KKLEB tox	CF NFkB inh
COc1ccc(-c2noc(CN(C)C(=O)c3ccoc3C)n2)cc1OC	-5	15	4	-8	10	2	4	5	-26	9	-17
CC(=O)c1ccc(NC(=S)Nc2ccn(Cc3ccc(Br)cc3)n2)cc1	-3	9	6	8	4	4	-8	-1	-9	-9	-3
CCCCc1nnc(NC(=O)C(C)Sc2nc(N)cc(=O)[nH]2)s1 (stereo not drawn)	-8	-2	-4	14	3	0	1	10	-21	15	-3
CCn1c(=N)n(CC(=O)c2cccc(OC)c2)c2ccccc21	x	-172	-24	-108	-11	2	-1	-13	-57	0	-4
CC1CCc2cc(F)ccc2N1C(=O)CSc1nnc2c3cc(F)ccc3n(C)c2n1 (stereo not drawn)	-5	1	-5	14	7	4	13	-2	-17	0	-14
CCn1c([N+](=O)[O-])nc2c1c(=O)[nH]c(=O)n2C	-4	-12	49	-6	26	x	5	-5	-4	-14	32
CCC(Sc1ccccn1)C(=O)Nc1cccc([N+](=O)[O-])c1 (stereo not drawn)	-3	2	-4	19	8	-2	-3	-2	20	-5	9
COc1ccc(N2CSC3=C(C#N)C(c4cccs4)CC(=O)N3C2)cc1 (stereo not drawn)	-6	14	-24	6	-2	9	1	4	2	-1	-9
CCN(CC)S(=O)(=O)c1ccc(Cl)c(C(=O)NCC2CCCO2)c1 (stereo not drawn)	x	12	2	25	-5	3	-8	-9	2	9	9
CC(=O)c1c(C)[nH]c(C(=O)COC(=O)C2(C)CC2(Cl)Cl)c1C (stereo not drawn)	-1	-127	14	-145	-52	x	1	-1	30	2	-18
CCCCCOc1ccc(CSc2ncn[nH]2)cc1	x	-213	-108	-166	-85	-2	-3	-5	-114	-2	40
Cc1c(C(=O)Nc2c(C)n(C)n(-c3ccccc3)c2=O)oc2c(Cl)cccc12	x	8	6	6	2	-1	6	-8	-30	-10	-10
CCc1nc2c(OCc3ccc(Cl)cc3Cl)cccn2c1N(C)C(=O)C(C)C	-4	14	3	-5	x	x	2	-11	4	-22	9
CCCN(CCO)Cc1ccc2ccccc2c1	-9	6	-11	-8	7	1	4	11	-9	0	-10
NCC(O)CN1CCN(Cc2ccccc2)CC1 (stereo not drawn)	-20	-9	2	11	8	1	-3	-11	-14	-6	-16

Single records (already shown). Screens in order: CaV13 FRET inh | Peg3 promoter | Shn3 inh set2 | HIF-2a block | MITF TRPM1 inh | NR2E3 ag-1 | PDI inh | Vif imaging | NR2E3 ag-2 | KKLEB tox | CF NFkB inh
Record of COc1ccc(N2CSC3=C(C#N)C(c4cccs4)CC(=O)N3C2)cc1 (stereo not drawn) = -6 | 14 | -24 | 6 | -2 | 9 | 1 | 4 | 2 | -1 | -9
Record of CCc1nc2c(OCc3ccc(Cl)cc3Cl)cccn2c1N(C)C(=O)C(C)C = -4 | 14 | 3 | -5 | x | x | 2 | -11 | 4 | -22 | 9
Record of CCCCc1nnc(NC(=O)C(C)Sc2nc(N)cc(=O)[nH]2)s1 (stereo not drawn) = -8 | -2 | -4 | 14 | 3 | 0 | 1 | 10 | -21 | 15 | -3
Record of CCCN(CCO)Cc1ccc2ccccc2c1 = -9 | 6 | -11 | -8 | 7 | 1 | 4 | 11 | -9 | 0 | -10

Continuation.
SMILES	CaV13 FRET inh	Peg3 promoter	Shn3 inh set2	HIF-2a block	MITF TRPM1 inh	NR2E3 ag-1	PDI inh	Vif imaging	NR2E3 ag-2	KKLEB tox	CF NFkB inh
CCCC(=O)C1C(=O)CC(C)(C)C(c2cc(C)no2)C1=O (stereo not drawn)	-2	11	16	14	5	-2	1	-3	-2	2	12
N#CCc1ccc(NC(=O)c2cc(S(=O)(=O)N3CCOCC3)ccc2Cl)cc1	-2	0	8	14	5	2	4	-9	1	6	-13
CCOC(=O)C1(CC)Oc2ccccc2C(c2ccc(OC)cc2)=C1C(=O)OC (stereo not drawn)	-5	12	-10	13	0	x	-2	-1	-13	1	7
Cc1cccc(NC(=O)C(C)N2C(=O)c3ccccc3S2(=O)=O)n1 (stereo not drawn)	-6	-1	-9	5	-13	-1	2	11	-7	10	3
COc1ccc(Cl)c(-c2cc(C(=O)NCc3ccco3)[nH]n2)c1	-4	-113	7	-169	x	x	-6	-3	-18	-4	-17
CCOC1=C2CN(S(=O)(=O)c3ccc(C)cc3)[C@H](c3ccccc3)C[C@@H]2N(S(=O)(=O)c2ccccc2)[C@H](c2ccccc2)C1	-4	3	11	-8	x	x	x	24	16	-9	-14
O=C(N/N=C1\CCc2ccccc21)c1ccccc1O	-19	-82	-27	5	17	-1	6	-3	-74	0	-4
O=C(COC(=O)Cn1cnc2ccccc2c1=O)Nc1cc(Cl)ccc1[N+](=O)[O-]	-3	6	5	13	20	0	10	11	3	1	-7
CC(C)c1ccc(/C=C/C(=O)NCCC2=CCCCC2)cc1	-6	-28	-9	-38	-6	0	-4	-2	-31	-5	18
Cn1c(=O)c2[nH]c(SCCN3CCCCC3)nc2n(C)c1=S	-6	2	12	15	-4	x	0	10	-14	-4	-10
COc1ccc(CN2CCNC(=O)C2CC(=O)N(C)Cc2nc(C)cs2)c(OC)c1 (stereo not drawn)	-7	-12	1	10	3	4	4	4	18	-9	2
CCc1ccc(/C=C2/SC(=S)N(CCCC(=O)Nc3cccc(C(=O)O)c3)C2=O)cc1	-5	-28	-7	23	x	x	-5	-1	-30	-18	24
CCOc1ccc(N(C(C)C(=O)N2CCOCC2)S(C)(=O)=O)cc1 (stereo not drawn)	9	6	-2	2	6	-4	4	10	-21	7	-3
COc1ccc(S(=O)(=O)N2CCCCCC2)cc1NC(=O)Cc1ccc(OC)c(OC)c1	-6	22	7	13	-6	x	2	-11	-15	-18	0
O=C(O)c1csc(-n2nc(-c3ccccc3)cc2C(F)(F)F)n1	5	-2	-3	12	3	3	-1	-10	-7	7	-11
Cc1ccc(-c2nc3ncccc3o2)cc1NC(=O)CC(C)C	-5	2	-6	5	3	-1	8	1	-8	6	-12
CCCCN(CC)Cc1ccc(CNC(=O)Nc2ccc(OC)cc2OC)o1	x	-9	31	7	-9	1	2	4	-10	0	8
CCCCCOC(=O)c1ccccc1C(=O)O	-6	4	3	15	5	2	1	x	13	0	-5
COc1ccc(C)cc1NC(=O)C(OC(=O)CNC(=O)c1cc(C)cc(C)c1)c1ccccc1 (stereo not drawn)	2	12	11	6	5	-2	12	6	-4	10	2
CSc1ccc(C(=O)N2CCC(CCC(=O)NC3CC3)CC2)cc1	-7	12	-10	-2	12	1	4	4	-6	-3	5
CC12CCC(C(N)=O)(C1Br)C2(C)C (stereo not drawn)	-4	12	-5	16	0	4	15	10	3	-4	10
O=C(Nc1ccc(-n2cc(Br)cn2)cc1)c1ccncc1	-20	-30	20	-20	0	0	4	-20	13	-5	-29
CCC(=O)Nc1ccc(N2CCN(C(=O)c3cccs3)CC2)cc1	-14	-2	14	14	21	-2	8	7	14	1	7
O=C(Nc1ccc(C(=O)N2CCCC2)cc1)C1CCC1	-3	-26	-2	-17	-7	x	1	-6	-35	-10	6
Cc1ccc(N2CC(C(=O)N3CCC(C(=O)NCCCOC(C)C)CC3)CC2=O)cc1 (stereo not drawn)	-4	13	-9	5	-4	-5	-7	-10	-8	9	-5
COc1ccc(CC(=O)N2CCN(c3ccccn3)CC2)cc1	-1	-7	-11	-13	3	-5	4	22	-12	-21	13
COc1ccc(-c2nc(CNS(=O)(=O)c3ccc(OC)c(OC)c3)cs2)cc1	3	2	9	11	x	1	x	3	-3	-13	18
O=C(NC1CCCCC1)c1cccs1	-4	-16	-12	-25	3	3	-8	-3	12	3	-14
CC1CN(S(=O)(=O)c2cccc(C(=O)Nc3ccc4c(c3)CCC4)c2)CC(C)O1 (stereo not drawn)	-5	-35	11	-51	-2	4	-3	3	-20	16	4
COc1ccc(/C=C/C(=O)Nc2ccccc2C)cc1S(=O)(=O)N1CCOCC1	-4	-89	-44	-214	-17	-6	-3	-5	-57	-8	11
O=C(NCCc1ccc(F)cc1)C1CCCCC1	1	-60	-27	-46	-5	0	-3	7	-10	4	5
COC(=O)c1ccccc1NC(=O)COc1ccccc1	-9	-7	6	-35	-19	1	1	-1	-28	-3	-6
O=C(NCC(c1cccnc1)N1CCOCC1)NC1CCCCC1 (stereo not drawn)	-7	9	-16	6	-13	3	-1	-6	-6	11	-12
CCn1c(SCc2nc3ccccc3[nH]2)nnc1-c1ccc(OC)cc1	x	5	9	2	2	0	2	-9	-17	-6	-1
CC(=O)/C=C(\C)NCCNc1c(F)c(F)c(CO)c(F)c1F	-1	7	11	14	-3	-4	-6	-15	2	1	-2
CCC/C(=N\NC(=O)Cc1csc(N2CCOCC2)n1)c1ccccc1	10	11	2	19	3	0	8	0	-17	9	0
COc1ccc(NC(=O)CCCn2nc(C)c3c(C)n(-c4ccccc4)nc3c2=O)cc1OC	-4	0	-15	5	7	-1	-5	-6	-22	6	4
COc1ccc(NC(=O)C(=O)N/N=C/c2cccnc2)c(OC)c1	-9	5	-20	-4	2	1	14	13	-6	2	6
O=S(=O)(NC1CCN(Cc2ccccc2)CC1)c1ccc2ccccc2c1	-2	20	0	8	1	-3	-2	0	-3	0	2
Cc1ccc(S(=O)(=O)/N=C2\C=C(Nc3cccc(C(=O)O)c3)C(=O)c3ccccc32)cc1	-4	-221	-27	-3	3	3	-1	9	-27	-33	98*
O=C(Nc1nncs1)c1ccc(F)c(S(=O)(=O)N2CCCCC2)c1	-6	7	18	10	5	x	14	-5	9	14	-19
C=C1CCC2[C@](C)(CO[C@@H]3O[C@H](CO)[C@@H](O)[C@H](O)[C@H]3O)CCC[C@@]2(C)[C@@H]1CCC1=CCOC1=O (stereo partly drawn)	x	17	0	7	x	-2	x	14	-28	4	-19
COCCn1nnnc1C(c1cccs1)N1CCCC(C)C1 (stereo not drawn)	2	8	-21	17	7	0	-6	-5	-6	7	-6
O=c1c(Cl)c(NCc2ccccc2Cl)cnn1C12CC3CC(CC(C3)C1)C2	-4	8	-12	-12	-4	-2	-7	-10	-1	-28	34
CCN(CC(=O)NCc1ccc(Cl)cc1)C(=O)c1ccc2cc(OC)ccc2c1	-6	10	22	3	9	8	-22	-8	51	-3	3
CCN(CC)S(=O)(=O)c1cccc(NC(=O)COC(=O)CCC(=O)c2ccc(F)cc2)c1	-4	-30	4	-16	19	-1	15	0	-26	4	-5
